Bioassay records as filed in PubChem BioAssay.
H37Rv inhibition: M. tuberculosis growth inhibition, HTS (AID 449762); inhibition, % at 25 µM, or IC50 in µM where a hit was titrated; 0.59% of 330,000 active; M. tuberculosis H37Rv growth inhibition, 7H9 media; higher % means a stronger effect; in the data active = a potency from the dose series; inconclusive = inhibition above about 70% without an active follow-up result;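 note: bacterial growth assessed after seven days of incubation; strong numbers were not always called active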
influenza NS1A: NS1A inhibition, H1N1 influenza, cell based functional assay (AID 504329); NS1A functional cell-based assay, percent inhibition; higher % means a stronger effect; inhibition, % at 12.5 µM, or IC50 in µM where a hit was titrated; 0.3% of 340,000 active; in the data active = a potency from the dose series; inconclusive = inhibition above about 27% without an active follow-up result; note: strong numbers were not always called active
VEEV TC-83 Vero: inhibitors of VEEV TC-83 cytopathic effect, confirmation, Vero cells (AID 588727); inhibition, % at 20 µM, or IC50 in µM where a hit was titrated; Vero cells, VEEV TC-83 cytopathic effect inhibition; higher % means a stronger effect; 0.13% of 350,000 active; in the data active = a potency from the dose series; inconclusive = inhibition mostly from about 14% at the one dose, without a potency; inactive = the rest, 99 in 100 with inhibition below about 12%; note: strong numbers were not always called active
PhoP GFP inhibition: PhoP regulon inhibitors, Salmonella typhi PhoP promoter GFP reporter, confirmatory (AID 1850); Salmonella Typhi PhoP-promoter GFP reporter, fluorescence, 4 h; higher % means a stronger effect; inhibition, % at 50 µM, or IC50 in µM where a hit was titrated; 0.33% of 310,000 active; in the data active = a potency from the dose series; inconclusive = inhibition mostly from about 25% at the one dose, without a potency; inactive = the rest, 99 in 100 with inhibition below about 19%;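 note: 0% = induced wells with vehicle and 100% = uninduced wells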
M. tuberculosis: growth inhibition of non-replicating M. tuberculosis (AID 488890); Mycobacterium tuberculosis non-replicating, growth inhibition; higher % means a stronger effect; one-dose inhibition, % at 25 µM; IC50 in µM for titrated hits; 0.39% of 320,000 active; in the data active = a potency from the dose series; inconclusive = inhibition mostly from about 82% at the one dose, without a potency; inactive = the rest, 99 in 100 with inhibition below about 76%;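 note: plate controls were DMSO cells for no effect and high antibiotic wells for full effect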
VEEV TC-83 Vero 10K pilot screen: recorded beside VEEV TC-83 Vero, whose call it bears; inhibition, %; measured here: 10K pilot screen inhibition
* = called active by the depositor.

How did CSc1ccccc1NC(=O)c1cc(-c2ccc3c(c2)OCO3)on1 do in these assays?
H37Rv inhibition: 11%; influenza NS1A: 7%; VEEV TC-83 Vero: 2.8%; PhoP GFP inhibition: 11%; M. tuberculosis: 1%

Results for CCCCC(CC)C(=O)Nc1ccc(Nc2ccccc2)cc1 (stereo not given) ?
H37Rv inhibition: 13%; influenza NS1A: 4%; VEEV TC-83 Vero: inactive; PhoP GFP inhibition: 2%; M. tuberculosis: 49%

What do the screens show for `CCCCNC(=S)Nc1ccc(-c2nc3ccc(C)cc3s2)cc1`?
H37Rv inhibition: 5%; influenza NS1A: 1%; VEEV TC-83 Vero: 0.1%; PhoP GFP inhibition: 2%; M. tuberculosis: inconclusive

What do the screens show for `CC1Cc2nc(SCC(=O)Nc3ccc(F)cc3F)n(C)c(=O)c2S1` (stereo not given)?
H37Rv inhibition: 0%; influenza NS1A: 2%; VEEV TC-83 Vero: 1.6%; PhoP GFP inhibition: -6%; M. tuberculosis: 35%

What do the screens show for `COc1ccc(Cl)cc1S(=O)(=O)Oc1ccc(NC(C)=O)cc1`?
H37Rv inhibition: -6%; influenza NS1A: 14%; VEEV TC-83 Vero: 8.9%; PhoP GFP inhibition: 8%; M. tuberculosis: -2%

What do the screens show for `COc1cccc(CCNC(=O)CCc2nnc(-c3ccc4c(c3)OCO4)o2)c1`?
H37Rv inhibition: 3%; influenza NS1A: -2%; VEEV TC-83 Vero: 0.2%; PhoP GFP inhibition: 4%; M. tuberculosis: 31%

What do the screens show for `CC1=C/C(=C(\c2ccc(O)c(C)c2)c2ccccc2S(=O)(=O)O)C=CC1=O`?
H37Rv inhibition: -6%; influenza NS1A: -3%; VEEV TC-83 Vero: inactive; PhoP GFP inhibition: -7%; M. tuberculosis: -20%

What do the screens show for `CCCNC(=O)COc1nc2ccccc2nc1N1CCOCC1`?
H37Rv inhibition: -6%; influenza NS1A: -6%; VEEV TC-83 Vero: 1.0%; PhoP GFP inhibition: -9%; M. tuberculosis: -6%

What do the screens show for `CN(C)S(=O)(=O)Oc1ccsc1C(=O)Nc1ccc(Br)cc1`?
H37Rv inhibition: 1%; influenza NS1A: -5%; VEEV TC-83 Vero: inactive; PhoP GFP inhibition: -9%; M. tuberculosis: 40%

How did CCc1ccc(NC(=O)C2CCN(S(C)(=O)=O)CC2)cc1 do in these assays?
H37Rv inhibition: -13%; influenza NS1A: 1%; VEEV TC-83 Vero: 0.5%; PhoP GFP inhibition: -11%; M. tuberculosis: 7%

What do the screens show for `COc1cc(-c2nnc(Sc3ccc(C(F)(F)F)cc3[N+](=O)[O-])o2)cc(OC)c1OC`?
influenza NS1A: 9%; VEEV TC-83 Vero: 5.2%; PhoP GFP inhibition: -4%

What do the screens show for `O=C(Nc1c(C(=O)N2CCCCC2)cnn1-c1ccccc1)c1ccccc1F`?
H37Rv inhibition: -1%; influenza NS1A: -10%; VEEV TC-83 Vero: 2.5%; PhoP GFP inhibition: -7%; M. tuberculosis: -7%

What do the screens show for `CN(C)c1ccc(CNC(=O)C2CCN(S(=O)(=O)c3ccc4c(c3)oc(=O)n4C)CC2)cc1`?
H37Rv inhibition: 7%; influenza NS1A: 1%; VEEV TC-83 Vero: 0.9%; PhoP GFP inhibition: 4%; M. tuberculosis: -13%

What do the screens show for `Clc1ccc(C2=Nc3cc(Cl)ccc3OC2)cc1`?
H37Rv inhibition: 5%; influenza NS1A: -5%; VEEV TC-83 Vero: 0.7%; PhoP GFP inhibition: -10%

How did Cc1ccccc1-c1nc2cc(NC(=O)C3CC3)ccc2o1 do in these assays?
H37Rv inhibition: 14%; influenza NS1A: 5%; VEEV TC-83 Vero: 3.8%; PhoP GFP inhibition: -4%; M. tuberculosis: inconclusive

What do the screens show for `C=C(C)CN(CC)C(=O)CC1C(=O)NCCN1C` (stereo not given)?
H37Rv inhibition: -8%; influenza NS1A: -3%; VEEV TC-83 Vero: inactive; PhoP GFP inhibition: 4%; M. tuberculosis: -16%

What do the screens show for `O=C(COc1ccccc1)Nc1c(Cl)ccc2nsnc12`?
H37Rv inhibition: 3%; influenza NS1A: 2%; VEEV TC-83 Vero: inactive; PhoP GFP inhibition: -4%; M. tuberculosis: 7%

How did CC(=O)c1c(C)n(-c2ccccc2Br)c2ccc(O)cc12 do in these assays?
H37Rv inhibition: 1%; influenza NS1A: 22%; VEEV TC-83 Vero: 7.8%; PhoP GFP inhibition: 7%; M. tuberculosis: 5%

How did CCN1C(=O)N(C)C(N(O)C(=O)NC)C1(C)C (stereo not given) do in these assays?
H37Rv inhibition: 0%; influenza NS1A: 3%; VEEV TC-83 Vero: 1.7%; PhoP GFP inhibition: -1%; M. tuberculosis: -2%

Results for C#CCOCCOCCOCCNc1nc(N2CCN(C(=O)CCCCCCCCCCNC(=O)Cn3cc(C[C@@H](C)O)nn3)CC2)nc(N2CCN(C(=O)CCCCCCCCCCNC(=O)[C@H](CCCCN)n3cc(C[C@@H](C)CC)nn3)CC2)n1 ?
H37Rv inhibition: inconclusive; influenza NS1A: 21%; VEEV TC-83 Vero: inactive; PhoP GFP inhibition: 15%; M. tuberculosis: 74%; VEEV TC-83 Vero 10K pilot screen: 0.5

How did COc1ccc(NS(=O)(=O)c2cccc(C(=O)NNC(=O)CNC(=O)c3ccco3)c2)cc1 do in these assays?
H37Rv inhibition: -16%; influenza NS1A: -4%; VEEV TC-83 Vero: 1.5%; PhoP GFP inhibition: -17%; M. tuberculosis: -2%

Results for COc1ccc(/C=N/NC(=O)c2sc(C)nc2C)cc1 ?
H37Rv inhibition: 9%; influenza NS1A: 5%; VEEV TC-83 Vero: 0.5%; PhoP GFP inhibition: -13%; M. tuberculosis: 6%

What do the screens show for `Cc1cc(C(=O)O)ccc1N/C=C1\CCCC(C)C1=O` (stereo not given)?
H37Rv inhibition: -8%; influenza NS1A: 2%; VEEV TC-83 Vero: 2.8%; PhoP GFP inhibition: -7%; M. tuberculosis: 29%

What do the screens show for `O=C(C1CCCN(S(=O)(=O)c2cccs2)C1)N1CCN(C2CCCCC2)CC1` (stereo not given)?
H37Rv inhibition: -3%; influenza NS1A: -2%; VEEV TC-83 Vero: 0.9%; PhoP GFP inhibition: 8%; M. tuberculosis: 34%

Results for COc1cccc(CN(C)C(=O)CN2C(=O)NC3(CCCc4ccccc43)C2=O)c1 (stereo not given) ?
H37Rv inhibition: 6%; influenza NS1A: -5%; VEEV TC-83 Vero: inactive; M. tuberculosis: -21%

Results for CCCCCc1c(O)nc(SCCN2CCOCC2)[nH]c1=O ?
H37Rv inhibition: 4%; influenza NS1A: -16%; VEEV TC-83 Vero: 1.1%; PhoP GFP inhibition: 2%; M. tuberculosis: 6%

What do the screens show for `C/C(=N\NC(=O)c1cc(-c2cccnc2)nc2ccccc12)c1ccc(O)cc1O`?
H37Rv inhibition: 15%; influenza NS1A: 35%; VEEV TC-83 Vero: 5.8%; PhoP GFP inhibition: 5%; M. tuberculosis: -13%

How did CCOc1cc2[nH]c(=O)n(CCCCCC(=O)NCc3ccco3)c(=O)c2cc1OCC do in these assays?
H37Rv inhibition: -9%; influenza NS1A: -6%; VEEV TC-83 Vero: 3.5%; PhoP GFP inhibition: -1%; M. tuberculosis: -13%

How did O=C(CSc1cccc(C(F)(F)F)c1)NC(=O)c1ccccc1 do in these assays?
H37Rv inhibition: 5%; influenza NS1A: -7%; VEEV TC-83 Vero: 0.3%; PhoP GFP inhibition: -15%; M. tuberculosis: 32%

How did COc1ccccc1C(=O)C1CCCN(Cc2cccc3nccnc23)C1 (stereo not given) do in these assays?
H37Rv inhibition: 10%; influenza NS1A: 4%; VEEV TC-83 Vero: 1.1%; PhoP GFP inhibition: -12%; M. tuberculosis: 24%

What do the screens show for `C=C(C)c1cccc(C(C)(C)NC(=O)NCCCn2ccnc2)c1`?
H37Rv inhibition: -8%; influenza NS1A: -10%; VEEV TC-83 Vero: inactive; PhoP GFP inhibition: -11%; M. tuberculosis: 45%

Results for CSc1ccc(CNCC2CCCO2)cc1 (stereo not given) ?
H37Rv inhibition: -4%; influenza NS1A: 0%; VEEV TC-83 Vero: inactive; PhoP GFP inhibition: -9%; M. tuberculosis: 5%

What do the screens show for `CN(C)c1ccc([P+](=O)c2ccc(N(C)C)cc2)cc1`?
H37Rv inhibition: 0%; influenza NS1A: 13%; VEEV TC-83 Vero: 0.9%; PhoP GFP inhibition: 11%; M. tuberculosis: 57%

How did O=C(Nc1ccc(C(=O)NC2CCCCC2)cc1)c1cncc(Br)c1 do in these assays?
H37Rv inhibition: 1%; influenza NS1A: -4%; VEEV TC-83 Vero: 1.4%; PhoP GFP inhibition: -4%; M. tuberculosis: 17%

Results for O=C(COc1ccc2c(c1)CCC2)NCc1ccccc1 ?
H37Rv inhibition: 8%; influenza NS1A: 5%; VEEV TC-83 Vero: 3.6%; PhoP GFP inhibition: -12%; M. tuberculosis: 16%

What do the screens show for `CCCc1cc(=O)n2[nH]c(-c3ccccc3)cc2n1`?
H37Rv inhibition: 2%; influenza NS1A: 6%; VEEV TC-83 Vero: 1.4%; PhoP GFP inhibition: 8%; M. tuberculosis: 3%

What do the screens show for `COc1cc(CCCN2C(=O)C(=O)NC[C@@H]2Cc2ccc(O)cc2)cc(OC)c1OC`?
H37Rv inhibition: 4%; influenza NS1A: -2%; VEEV TC-83 Vero: 1.2%; PhoP GFP inhibition: -5%; M. tuberculosis: -7%

What do the screens show for `CC(=O)Nc1cc(OC(=O)c2ccco2)cc(OC(=O)c2ccco2)c1`?
H37Rv inhibition: 2%; influenza NS1A: 0%; VEEV TC-83 Vero: 2.9%; PhoP GFP inhibition: -4%; M. tuberculosis: 10%

How did Cc1ccccc1C(=O)N1CCC(C(=O)N2CCN(Cc3ccc4c(c3)OCO4)CC2)CC1 do in these assays?
H37Rv inhibition: -13%; influenza NS1A: -1%; VEEV TC-83 Vero: 0.8%; M. tuberculosis: 3%

Results for CC(=O)Nc1ccc(S(=O)(=O)N(C#N)c2nc(N(C)C)nc(N(C)C)n2)cc1 ?
H37Rv inhibition: -1%; influenza NS1A: -8%; VEEV TC-83 Vero: inactive; PhoP GFP inhibition: -3%; M. tuberculosis: -3%

What do the screens show for `CN(C)S(=O)(=O)c1cccc(-c2nn(-c3ccccc3)cc2/C=C(/C#N)C(=O)NCc2ccco2)c1`?
H37Rv inhibition: 11%; influenza NS1A: 24%; VEEV TC-83 Vero: 1.9%; PhoP GFP inhibition: -6%; M. tuberculosis: -6%

8 structures already listed, sorted by molar mass, smallest number first.
Results for CSc1ccc(CNCC2CCCO2)cc1 (stereo not given) ?
H37Rv inhibition: -4%; influenza NS1A: 0%; VEEV TC-83 Vero: inactive; PhoP GFP inhibition: -9%; M. tuberculosis: 5%

What do the screens show for `C=C(C)CN(CC)C(=O)CC1C(=O)NCCN1C` (stereo not given)?
H37Rv inhibition: -8%; influenza NS1A: -3%; VEEV TC-83 Vero: inactive; PhoP GFP inhibition: 4%; M. tuberculosis: -16%

Results for CCCCC(CC)C(=O)Nc1ccc(Nc2ccccc2)cc1 (stereo not given) ?
H37Rv inhibition: 13%; influenza NS1A: 4%; VEEV TC-83 Vero: inactive; PhoP GFP inhibition: 2%; M. tuberculosis: 49%

What do the screens show for `O=C(COc1ccccc1)Nc1c(Cl)ccc2nsnc12`?
H37Rv inhibition: 3%; influenza NS1A: 2%; VEEV TC-83 Vero: inactive; PhoP GFP inhibition: -4%; M. tuberculosis: 7%

What do the screens show for `C/C(=N\NC(=O)c1cc(-c2cccnc2)nc2ccccc12)c1ccc(O)cc1O`?
H37Rv inhibition: 15%; influenza NS1A: 35%; VEEV TC-83 Vero: 5.8%; PhoP GFP inhibition: 5%; M. tuberculosis: -13%

How did O=C(Nc1ccc(C(=O)NC2CCCCC2)cc1)c1cncc(Br)c1 do in these assays?
H37Rv inhibition: 1%; influenza NS1A: -4%; VEEV TC-83 Vero: 1.4%; PhoP GFP inhibition: -4%; M. tuberculosis: 17%

What do the screens show for `O=C(C1CCCN(S(=O)(=O)c2cccs2)C1)N1CCN(C2CCCCC2)CC1` (stereo not given)?
H37Rv inhibition: -3%; influenza NS1A: -2%; VEEV TC-83 Vero: 0.9%; PhoP GFP inhibition: 8%; M. tuberculosis: 34%

What do the screens show for `CN(C)S(=O)(=O)c1cccc(-c2nn(-c3ccccc3)cc2/C=C(/C#N)C(=O)NCc2ccco2)c1`?
H37Rv inhibition: 11%; influenza NS1A: 24%; VEEV TC-83 Vero: 1.9%; PhoP GFP inhibition: -6%; M. tuberculosis: -6%
